UBC13 inh: human UBC13 polyubiquitination inhibition | inhibition, % at 20 µM | P61088 | 330,000 compounds, 0.47% hits | UBC13 polyubiquitin chain formation, TR-FRET; in the data active means inhibition above about 45%, passing the limit was not always enough
Gli-Sufu antag: blocks Gli-Sufu signaling in a luciferase reporter. Sufu-KO-LIGHT fibroblasts, Gli luciferase reporter luminescence. 340,000 compounds, 0.74% hits. AID 588413. inhibition, % at 5 µM;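 active means inhibition above about 55%, limit read from the data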;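 further: 0% = DMSO-treated cells and 100% = wells with medium but no cells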
Apaf-1 inh: blocks human Apaf-1 apoptosome activity | AID 489030 | reconstituted apoptosome caspase-3 activity, DEVD-Rh110 fluorescence | inhibition, % at 20 µM | 330,000 compounds, 0.71% hits | O14727; active means inhibition of at least 40% at 20 µM;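 further: plate controls were DMSO wells for no effect and DEVD-CHO caspase inhibitor wells for full effect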
Target sequence (O14727 whole entry, looked up): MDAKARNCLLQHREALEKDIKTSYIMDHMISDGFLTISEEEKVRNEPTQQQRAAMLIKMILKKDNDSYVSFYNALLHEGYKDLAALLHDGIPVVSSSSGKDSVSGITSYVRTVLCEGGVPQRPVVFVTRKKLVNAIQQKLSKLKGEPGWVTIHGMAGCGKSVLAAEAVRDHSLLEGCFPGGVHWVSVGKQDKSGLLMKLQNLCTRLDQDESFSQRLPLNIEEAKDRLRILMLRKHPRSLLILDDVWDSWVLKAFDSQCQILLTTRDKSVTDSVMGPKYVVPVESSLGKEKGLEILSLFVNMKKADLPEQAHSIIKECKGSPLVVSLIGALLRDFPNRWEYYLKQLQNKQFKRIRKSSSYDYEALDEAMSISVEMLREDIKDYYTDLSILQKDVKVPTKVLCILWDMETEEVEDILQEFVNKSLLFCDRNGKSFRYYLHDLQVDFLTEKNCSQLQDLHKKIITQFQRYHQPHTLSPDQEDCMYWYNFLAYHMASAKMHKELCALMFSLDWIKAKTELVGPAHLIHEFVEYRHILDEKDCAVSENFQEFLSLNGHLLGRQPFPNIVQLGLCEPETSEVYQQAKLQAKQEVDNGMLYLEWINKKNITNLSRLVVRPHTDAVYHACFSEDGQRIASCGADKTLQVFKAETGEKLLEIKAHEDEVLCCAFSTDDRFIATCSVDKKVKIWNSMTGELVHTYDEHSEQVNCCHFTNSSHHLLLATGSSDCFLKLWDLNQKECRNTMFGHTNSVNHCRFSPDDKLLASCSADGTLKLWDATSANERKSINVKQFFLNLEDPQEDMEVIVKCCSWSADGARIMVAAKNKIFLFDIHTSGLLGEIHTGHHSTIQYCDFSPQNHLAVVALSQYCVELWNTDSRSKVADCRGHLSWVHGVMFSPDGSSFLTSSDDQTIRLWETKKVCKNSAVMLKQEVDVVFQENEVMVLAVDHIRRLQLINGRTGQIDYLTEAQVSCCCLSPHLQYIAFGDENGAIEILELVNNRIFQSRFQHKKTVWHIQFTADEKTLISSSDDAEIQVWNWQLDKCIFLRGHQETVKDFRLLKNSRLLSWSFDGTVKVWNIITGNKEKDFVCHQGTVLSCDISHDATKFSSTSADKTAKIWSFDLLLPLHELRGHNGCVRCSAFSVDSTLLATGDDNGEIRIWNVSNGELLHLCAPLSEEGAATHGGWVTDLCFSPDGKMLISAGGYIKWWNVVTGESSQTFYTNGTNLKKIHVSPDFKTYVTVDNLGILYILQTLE
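Assay system – apoptosome proteins · Medium – Hepes buffer, pH 7.5 · Also added – cytochrome c with DEVD-Rh110 · Timing – 30 min compound preincubation, 50 min activation, room temperature · Detection – Rh110 fluorescence, excitation 480 nm, emission 540 nm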
SENP7 block: blocks the human protease SENP7. Q9BQF6. recombinant SENP7, Z-RLRGG-aminoluciferin luminescence, 40 min. inhibition, % at 5 µM. 330,000 compounds, 1.5% hits;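 active means inhibition above about 50% at the single test dose, limit read from the data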;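 further: plate controls were DMSO with enzyme for no effect and no enzyme buffer wells for full effect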
HKDC1 inhibitor: HKDC1 (human) hexokinase inhibition; inhibition, % at 20 µM; AID 493160; recombinant HKDC1, G6PDH/diaphorase resazurin coupled fluorescence; Q2TB90; 340,000 compounds, 0.16% hits;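 active means inhibition above about 35% when tested at 20 µM, limit read from the data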;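 further: plate controls were DMSO wells with enzyme for no effect and DMSO wells lacking enzyme for full effect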
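Assay system: recombinant HKDC1 hexokinase; detection: coupled resazurin fluorescence, excitation 525 nm, emission 613 nm; benchmarks: DMSO-plus-enzyme-mix negative control, buffer-substituted positive control; compound dosing: single 20 µM dose; schedule: 90 min at room temperature in dark; also added: glucose plus 1 mM ATP as hexokinase substrates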
SENP8 inh: SENP8 protease inhibition; Q96LD8; purified SENP8, Z-RLRGG-aminoluciferin cleavage, luminescence; inhibition, % at 10 µM; 330,000 compounds, 1.2% hits
Jurkat NFkB inh: inhibitors of the PMA/ionomycin-induced NF-kB reporter in Jurkat cells; PMA/ionomycin-induced NF-kB luciferase reporter, luminescence; inhibition, % at 4 µM; 330,000 compounds, 0.53% hits
697 NFkB inh: inhibitors of the PMA/ionomycin-induced NF-kB reporter in 697 B cells; inhibition, % at 4 µM; 330,000 compounds, 0.33% hits; 697 B-cell NF-kB luciferase reporter, 16 h; in the data active means inhibition above about 35%
An asterisk follows results filed as active. Unless noted, no stated cut-off is given here; in the data, active means inhibition above about 50%; inactive means the rest.

Start of the data: the first 2 entries (preview)
SMILES	UBC13 inh	Gli-Sufu antag	Apaf-1 inh	SENP7 block	HKDC1 inhibitor	SENP8 inh	Jurkat NFkB inh	697 NFkB inh
CCCc1cc(=O)[nH]c2nnc(SCC(=O)NC3CCCC3)n12	1	-11	2	-2	-1	1	30	3
COc1ccc2ccccc2c1CN1CCSCC1	-6	7	6	-5	-5	-6	-16	-15

The list itself, previewed entries included:
SMILES	UBC13 inh	Gli-Sufu antag	Apaf-1 inh	SENP7 block	HKDC1 inhibitor	SENP8 inh	Jurkat NFkB inh	697 NFkB inh
CCCc1cc(=O)[nH]c2nnc(SCC(=O)NC3CCCC3)n12	1	-11	2	-2	-1	1	30	3
COc1ccc2ccccc2c1CN1CCSCC1	-6	7	6	-5	-5	-6	-16	-15
Cn1c(=O)c2c(nc3n2CCCN3CCc2ccccc2)n(C)c1=O	-6	5	5	-11	1	-1	-11	-17
COc1ccc(C2NCCc3cc(OC)c(OC)cc32)cc1OC (configuration not stated)	-18	4	7	-4	-2	-1	10	3
CCOc1ccc(C(=O)NCC(=O)NCC(c2ccc(OC)cc2)N2CCCC2)cc1 (configuration not stated)	17	19	30	-13	-6	-18	2	-12
CCn1nc(C(=O)N2CCN(Cc3nc4ccccc4s3)CC2)c2ccccc2c1=O	-1	-4	12	12	3	6	-36	-67
CCOC(=O)C1CCN(C(=O)Cc2c(F)cccc2Cl)CC1	1	3	-12	-2	-10	-7	-4	5
Cc1onc(-c2ccccc2)c1C(=O)Nc1nc(-c2cc(F)ccc2F)cs1	8	10	-1	1	-9	2	-32	-21
NS(=O)(=O)c1ccc(NC(=O)CSc2nc3c(cnn3-c3ccccn3)c(=O)[nH]2)cc1	-3	-5	2	-8	-3	-1	6	-5
O=C(CC(NCCN1CCOCC1)C(=O)O)Nc1cccc(Cl)c1 (configuration not stated)	19	-3	-17	2	-3	-8	9	0
C=CCn1c(=O)[nH]c2cc(C(=O)N3CCN(c4ccc(C(C)=O)cc4)CC3)ccc2c1=O	0	6	11	17	13	-1	16	9
O=C(NC1CCCCC1)c1n[nH]c2c1CC(c1ccccc1)CC2 (configuration not stated)	-5	-74	7	-5	4	6	-103	-110
COc1ccc(N2CC(O)=C(c3nc(-c4ccc(F)cc4)cs3)C2=N)cc1OC	8	10	20	-7	-9	-6	-7	-12
Cc1ccc(NC(=O)c2oc3ccccc3c2COC(C)C)cc1S(=O)(=O)N1CCOCC1	1	11	9	-15	-4	-10	6	-26
C=CCNc1oc(/C=C/c2ccccc2)nc1C#N	18	-66	-8	16	-3	3	-143	-126
COc1ccc(C(=O)N2CCN(C)C(C)C2)cc1OC1CCN(C(C)=O)CC1 (configuration not stated)	1	-6	1	3	-10	3	-1	17
CC(C)CC(=O)Nc1c2c(nn1-c1cccc(Cl)c1)CS(=O)(=O)C2	6	-10	-2	2	1	-1	2	9
COCCNC(=O)CSc1nc(-c2ccc(OC)c(OC)c2)cc(C(F)(F)F)n1	-2	1	12	3	-9	0	3	-3
O=C(Nc1cccc([N+](=O)[O-])c1)c1ccc2snnc2c1	3	-2	-9	-2	-3	4	1	7
Cc1ccc(NC(=O)CN(C)C(=O)c2ccc(OCc3c(C)noc3C)cc2)cc1	-4	-2	-5	11	-3	-11	-2	-8
COc1ccc(F)cc1S(=O)(=O)NCC(c1ccc2c(c1)OCO2)N1CCN(C)CC1 (configuration not stated)	1	2	6	-2	-8	-1	-8	1
COc1ccc([N+](=O)[O-])cc1NC(=O)c1cncc(Br)c1	-10	2	9	2	-7	-1	0	-6
Cc1cc(NC(=O)C2CCCN(S(=O)(=O)c3cnc[nH]3)C2)ccc1Br (configuration not stated)	-6	7	4	-14	-1	-4	13	9
CCCC(=O)N=C1SC2CS(=O)(=O)CC2N1c1ccc(-c2nc3ccc(C)cc3s2)cc1 (configuration not stated)	20	-74	11	-1	2	-12	-103	-125
c1ccc(-n2ncc3c(NC4CCCCCC4)ncnc32)cc1	14	-106	17	8	1	2	-141	-186
COc1cc(/C=N/Nc2ccc(Cl)c(C(=O)O)c2)ccc1OC(=O)c1ccco1	-14	-27	12	-3	5	29	11	-13
CCN(CCNC(=O)C1CCCN(S(=O)(=O)CC)C1)c1ccccc1 (configuration not stated)	-1	-1	-3	-2	2	0	5	17
S=c1[nH]nc(-c2ccco2)n1-c1ccc(Cl)cc1	4	15	-12	1	-3	3	11	10
CC(NC(=O)CCCC1CCCCC1)c1ccc(S(N)(=O)=O)cc1 (configuration not stated)	3	-7	1	-2	-2	-10	1	0
Cn1c(=O)n(-c2ccc(Cl)cc2)c(=O)c2c3c(sc21)COC(C)(C)C3	-7	6	10	0	-6	9	5	1

Profiles as entered above. Values in the order: UBC13 inh	Gli-Sufu antag	Apaf-1 inh	SENP7 block	HKDC1 inhibitor	SENP8 inh	Jurkat NFkB inh	697 NFkB inh
Profile of Cc1cc(NC(=O)C2CCCN(S(=O)(=O)c3cnc[nH]3)C2)ccc1Br (configuration not stated) → -6	7	4	-14	-1	-4	13	9
Profile of COc1cc(/C=N/Nc2ccc(Cl)c(C(=O)O)c2)ccc1OC(=O)c1ccco1 → -14	-27	12	-3	5	29	11	-13
Profile of CC(NC(=O)CCCC1CCCCC1)c1ccc(S(N)(=O)=O)cc1 (configuration not stated) → 3	-7	1	-2	-2	-10	1	0

The list goes on.
SMILES	UBC13 inh	Gli-Sufu antag	Apaf-1 inh	SENP7 block	HKDC1 inhibitor	SENP8 inh	Jurkat NFkB inh	697 NFkB inh
NS(=O)(=O)c1ccc(NC(=O)CSc2ncccn2)cc1	-2	34	1	-1	3	5	-12	-10
Cc1noc(C)c1NC(=O)NC(c1ccccc1)c1ccccc1	0	1	-8	-1	-1	7	-7	-14
CCc1ccc(NC(=S)N2CCN(c3cccc(C(F)(F)F)c3)CC2)cc1	4	13	3	0	-8	2	1	16
CC(C(=O)N1CCN(C=O)CC1)N1C(=O)c2ccccc2C1=O (configuration not stated)	2	-1	-11	5	-3	1	1	8
NC(=O)c1cc2cc(Cc3ccccc3Cl)ccc2oc1=O	0	-9	9	-1	-4	-11	5	-13
O=C(NC1CC1)c1ccc(-n2cccc2)cc1	0	22	-4	2	-5	4	-21	5
C#CCOCCOCCOCCNc1nc(N2CCN(C(=O)CCCCCCCCCCNC(=O)[C@H](CCCCN)n3cc(C)nn3)CC2)nc(N2CCN(C(=O)CCCCCCCCCCNC(=O)[C@H](CCCCN)n3cc(CCCC(=O)O)nn3)CC2)n1	114*	25	63*	-3	-11	-2	9	17
Cc1ccc(Cl)cc1NC(=S)NN	4	-4	1	0	-2	-4	-24	15
O=C(CCC(=O)NC1CCCCCC1)Nc1nnc(C(F)(F)F)s1	5	-8	-8	2	-15	3	-6	17
CN(C)c1ccc(C(CN)c2c[nH]c3ccccc23)cc1 (configuration not stated)	24	2	5	3	-8	-9	-8	-17
O=C(CSc1nc2cc(C(=O)O)ccc2c(=O)n1-c1ccc(F)cc1)Nc1ccc(F)c(F)c1F	-2	-5	13	2	2	3	-28	-14
O=C(NCc1cccc(Cl)c1)NCc1cccc(Cl)c1	-6	-5	-2	-1	-4	-3	-2	-21
Cc1ccccc1NC(=O)COC(=O)c1ccc(S(=O)(=O)N2CCCCCC2)cc1	4	0	-3	1	0	2	1	25
CC(C)NC(=O)N(C)C[C@H]1Oc2ccc(NC(=O)CCN3CCOCC3)cc2C(=O)N([C@H](C)CO)C[C@@H]1C	12	-2	-16	-1	0	0	5	2
N#Cc1c(-c2ccc(F)cc2)cc(-c2cccnc2)nc1N	12	4	-5	18	-4	1	-6	-1

Individual results from the results shown.
Reading of C#CCOCCOCCOCCNc1nc(N2CCN(C(=O)CCCCCCCCCCNC(=O)[C@H](CCCCN)n3cc(C)nn3)CC2)nc(N2CCN(C(=O)CCCCCCCCCCNC(=O)[C@H](CCCCN)n3cc(CCCC(=O)O)nn3)CC2)n1 under HKDC1 inhibitor: -11
Reading of CN(C)c1ccc(C(CN)c2c[nH]c3ccccc23)cc1 (configuration not stated) under SENP8 inh: -9

Going on with the list:
SMILES	UBC13 inh	Gli-Sufu antag	Apaf-1 inh	SENP7 block	HKDC1 inhibitor	SENP8 inh	Jurkat NFkB inh	697 NFkB inh
COc1ccc(OCCC(=O)NCCN2CCOCC2)cc1	-2	55	8	-5	-4	-13	4	4
CSc1ccc(C(=S)N2CCN(CCO)CC2)cc1	-6	0	-31	0	-12	5	-11	3
Cc1cc(C)cc(NC(=O)CSc2nnnn2-c2cccnc2)c1	6	-5	-9	5	-6	8	3	-2
O=C1S/C(=C\c2cccs2)C(=O)N1c1ccc(O)cc1	-14	-41	-1	-6	14	-33	-24	-78
CCn1c(=O)c2c(nc(SCC(=O)Nc3ccccc3)n2C)n(C)c1=O	-1	-10	-1	5	-3	-1	8	7
CCCn1nnnc1NC(=O)c1cccs1	-24	-2	16	-12	-5	-12	-12	3
Cc1oc(-c2ccc(Cl)cc2)nc1CS(=O)CC(=O)NC(C)c1ccccc1 (configuration not stated)	8	7	0	0	2	-4	3	3
Cc1oc(-c2ccc(Cl)cc2)nc1CS(=O)CC(=O)NCc1ccc2c(c1)OCO2 (configuration not stated)	1	1	4	-10	-3	1	6	14
COc1cccc(N(Cc2nnc3n2CCCCC3)C(=O)Nc2ccccc2)c1	3	-8	-2	-3	-8	-3	5	-7
CCCn1c(N)c(C(=O)CN(C)CC(=O)Nc2cccc(F)c2)c(=O)[nH]c1=O	5	-4	-9	-4	-3	4	1	13
CCc1ccc(-c2cn3c(n2)SCC3)cc1	0	-87	11	2	3	-11	-127	-151
COc1ccccc1CCNC(=O)CNC(=O)c1ccc2ccccc2c1	2	57*	13	0	-7	4	1	-12
O=[N+]([O-])c1ccc(N2CCCCC2)nc1N1CCCCC1	-16	3	11	-1	0	8	-1	7
Cc1ccc(C(OC(=O)c2ccco2)C(=O)NC2CCCC2)cc1 (configuration not stated)	-6	22	8	-6	-2	-2	-25	-28
COc1ccc(CCN2C(=O)NC(NC(=O)CC(C)C)(C(F)(F)F)C2=O)cc1OC (configuration not stated)	3	-8	-5	2	-9	-3	15	-2
COc1cccc(CNC(=O)CN2C(=O)COc3ccc(S(=O)(=O)N4CCCCCC4)cc32)c1	-2	14	10	-7	-1	5	3	4
COC(=O)c1ccc(/C=N/N2C(C)CCCC2C)cc1 (configuration not stated)	-4	-40	-16	-7	-7	-6	-41	5
CC1CN(C(=O)CCS(=O)(=O)c2ccccc2)CC(C)O1 (configuration not stated)	-8	19	-9	-5	-2	-7	-15	0
N#Cc1cc2c(nc1SCC(=O)O)CCCCC2	13	3	-6	6	8	-1	-15	15
COc1ccccc1NC(=O)N1CCCC1C(=O)NC12CC3CC(CC(C3)C1)C2 (configuration not stated)	4	6	0	3	2	-3	-6	-5
O=C(CCN1CCN(c2ccccc2F)CC1)Nc1ccccc1F	-3	-5	11	16	-5	-6	4	9
CC(C)c1ccc(NC(=O)COC(=O)CC2CCCC2)cc1	-2	-1	17	-1	2	-18	-19	3
COc1ccc(Nc2nc(NCC3CCCO3)c3ccccc3n2)c(OC)c1 (configuration not stated)	11	41	8	4	-11	-4	-4	-24
C=CC1=C(C(=O)O)N2C(=O)[C@@H](NC(=O)/C(=N\OCC(=O)O)c3csc(N)n3)[C@H]2SC1	-7	-11	-78	-15	11	-6	-3	-13
CN(C)c1ccc(NC(=O)COC(=O)Cn2nnc3ccccc32)cc1	2	25	-7	2	-6	-8	10	6
CCOC(=O)c1cc2sc(C)cc2n1CC(=O)N(CC)CC	2	0	10	3	-2	7	0	-13
O=C(N/N=C/c1cccc(F)c1)c1c(O)c2c([nH]c1=O)CCCC2	-8	-74	-6	41	-5	-9	-114	-89
O=C1NC(Cc2c[nH]c3ccccc23)C(=O)N1Cc1ccccc1 (configuration not stated)	4	0	12	-1	-4	-5	-13	5
Cc1ccc(COc2ccc3c(c2)OCO3)cc1	6	-51	9	86*	-3	75*	-111	-156
O=C(O)CCCNc1n[nH]c(=O)[nH]c1=O	-3	18	3	1	-4	-10	-6	6
CC(C)(C)OC(=O)NOCC(=O)N(CC(=O)c1ccccc1)Cc1ccccc1	6	-4	12	-10	0	-14	-12	5
N#Cc1cncc(-c2ccc3c(c2)OCCOCCOCCOCCOCCO3)n1	6	6	-8	3	-9	-5	5	3
CC(C)Nc1ncnc2c1nnn2Cc1ccccc1	-11	5	14	-5	1	-4	-11	-21
